Bioassay records deposited in PubChem by several laboratories.
OX1R antag-1 – OX1R (human) antagonism; O43613; OX1R-expressing cells, FRET antagonist read-out; inhibition, % at 6.6 µM; hit rate 1.8% among 330,000; AID 485270; in the data active = inhibition mostly above about 38%, no sharp cut-off; inactive = mostly below about 40%;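 note: 0% = agonist challenge alone and 100% = reference antagonist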
Target sequence (O43613 whole entry, looked up): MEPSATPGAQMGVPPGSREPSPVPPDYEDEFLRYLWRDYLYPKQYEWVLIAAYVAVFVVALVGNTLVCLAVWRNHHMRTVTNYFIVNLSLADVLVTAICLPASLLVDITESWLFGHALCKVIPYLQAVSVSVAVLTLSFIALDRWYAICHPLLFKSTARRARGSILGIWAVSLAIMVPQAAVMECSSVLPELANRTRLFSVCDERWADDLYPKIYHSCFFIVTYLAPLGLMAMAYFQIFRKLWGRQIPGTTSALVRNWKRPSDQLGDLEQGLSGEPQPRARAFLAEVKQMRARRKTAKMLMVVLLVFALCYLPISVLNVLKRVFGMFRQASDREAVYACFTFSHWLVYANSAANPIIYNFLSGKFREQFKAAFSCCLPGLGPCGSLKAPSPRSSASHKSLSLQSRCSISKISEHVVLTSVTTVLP
CHT PAM – allosterically activates the human high affinity choline transporter | CHT-expressing cells, membrane potential dye, choline EC20; hits give high values; LV-AA mutant CHT in HEK293 cells | Q9GZV3 | AID 488977 | hit rate 0.49% among 310,000 | B-score at 10 µM;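 active = initial fluorescence not abnormally high and integrated response B-score, plate-corrected, over 3 SD above library mean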
Target sequence (Q9GZV3 whole entry, looked up): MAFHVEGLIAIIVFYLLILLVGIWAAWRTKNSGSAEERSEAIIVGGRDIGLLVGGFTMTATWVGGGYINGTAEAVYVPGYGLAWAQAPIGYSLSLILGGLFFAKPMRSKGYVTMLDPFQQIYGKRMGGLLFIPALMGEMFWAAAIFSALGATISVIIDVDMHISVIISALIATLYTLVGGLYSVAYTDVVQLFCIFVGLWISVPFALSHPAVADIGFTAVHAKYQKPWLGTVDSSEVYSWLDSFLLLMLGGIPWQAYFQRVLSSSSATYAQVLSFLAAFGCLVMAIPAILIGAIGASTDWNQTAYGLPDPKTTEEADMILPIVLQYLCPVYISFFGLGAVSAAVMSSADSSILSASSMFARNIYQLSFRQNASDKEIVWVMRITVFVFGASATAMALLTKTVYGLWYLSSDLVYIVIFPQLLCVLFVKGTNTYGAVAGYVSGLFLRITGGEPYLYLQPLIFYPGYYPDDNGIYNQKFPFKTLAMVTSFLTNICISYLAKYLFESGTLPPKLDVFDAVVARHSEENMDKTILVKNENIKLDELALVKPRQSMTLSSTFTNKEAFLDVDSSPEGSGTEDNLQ
OX1R antag-2 – blocks the human orexin 1 receptor | hit rate 0.43% among 330,000 | AID 434989 | inhibition, % at 5 µM | O43613 | CHO/OX1R cells, Fluo-8 calcium fluorescence, orexin A;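 active = inhibition above its plate's threshold, mean inhibition of all tested compounds on the plate plus 3 SD, cut at about 37% in these data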;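 note: 0% = orexin A challenge wells and 100% = SB-334867-A antagonist wells; not every result past the cut was called active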
The depositor's hits bear a star; i = inactive; / = no result given. Outcome played no part in choosing rows; any-hit rate near 2.5%.

SMILES	OX1R antag-1	CHT PAM	OX1R antag-2
O=C(CCN1CCN(c2ccccc2)CC1)NNC(=O)Cc1ccccc1Cl	-4	/	10
Cc1cc(NC(=O)CN2CCN(C/C=C/c3ccccc3)CC2)c([N+](=O)[O-])cc1C	8	i	-26
Cc1noc(C)c1C(=O)OCC(=O)NC(=O)NC12CC3CC(CC(C3)C1)C2	8	i	-16
O=[N+]([O-])c1ccccc1NC1CCN(Cc2ccccc2)CC1	11	i	-15
CCOC(=O)c1nn(-c2ccc3c(c2)OCO3)cc1O	2	i	-11
CS(=O)(=O)N1CCc2cc(C(=O)N3CCOCC3)ccc21	20	i	-15
COc1ccc(OC(=O)/C=C/c2ccc([N+](=O)[O-])cc2)cc1	3	i	-4
CCN(CC)c1ccc(CNC23CN4CN(CN(C4)C2)C3)cc1	18	i	-13
Cc1cnc(C(=O)NC(Cc2ccccc2)c2ccccc2)cn1 (centres undefined)	23	i	-13
O=C1/C(=C/c2cccs2)Cc2ccccc21	16	i	-15
COc1ccccc1C(=O)N1CCN(S(=O)(=O)c2ccccc2)CC1	13	i	-7
O=C(Nc1cccc(Cl)c1)N1CCCCCC1	7	i	-17
O=S(=O)(Nc1cccc(Oc2ccc(Cl)cc2)n1)c1ccc(F)cc1	6	i	-27
COc1ccc(OC)c(NC(=O)CSc2nnc(-c3ccncc3)s2)c1	24	i	-13
CCc1ccc2oc(-c3ccc(OC)cc3)cc(=Nc3cccc(C(=O)O)c3)c2c1	17	i	-33
Cn1c(N)c(C(=O)/C=C/c2ccccc2)c(=O)[nH]c1=O	-3	i	-13
CCCc1cc(=O)[nH]c(SCCOC(=O)c2ccccc2)n1	19	i	-34
Nc1c(C(=O)Nc2cccc(F)c2)nnn1-c1ccc2c(c1)OCCO2	14	i	4
COc1ccc(CCCc2nnc(SCC(=O)Nc3cccc(C)c3)o2)cc1	7	i	1
CCC(C)NC(=O)CCn1c(-c2ccccc2)cc(C(C)=O)c1C (centres undefined)	6	i	-15
Cn1cc(P(=O)(N2CCOCC2)N2CCOCC2)cc1P(=S)(N1CCOCC1)N1CCOCC1	6	i	-10
CCCn1c(N2CCN(C(=O)N3CCCCC3)CC2)nc2ccccc21	2	i	-19
COC(=O)c1c(C)[nH]c(C(=O)/C=C/c2ccccc2Cl)c1C	8	i	-11
CC(Oc1ccc(F)cc1)C(=O)Nc1sc2c(c1C(=O)NCc1cccnc1)CCCC2 (centres undefined)	12	i	-26
FC(F)(F)C(Oc1nc(Nc2ccc(Cl)cc2)nc(N2CCOCC2)n1)C(F)(F)F	17	i	-24
Cc1cc(C(=O)OC2CCOC2=O)c2ccccc2n1 (centres undefined)	7	i	-2
N#CC1=C(N)Oc2cc(N)ccc2C1c1ccc(Cl)cc1 (centres undefined)	4	i	19
Cc1ccc(S(=O)(=O)N(C)CC(=O)Nc2nnc(CC(C)C)s2)cc1	5	i	-18
O=C(c1ccc(F)cc1)C(CN1CCOCC1)c1ccccc1 (centres undefined)	20	i	-3
CCCCCCN=CC1=C(O)C(C(=O)OC)C(C)(C)CC1=O (centres undefined)	15	i	-7
NC(=O)Nc1ccc(C(=O)OCC(=O)Nc2cccc(S(=O)(=O)NC3=NCCC3)c2)cc1	5	/	-4
CCOC(=O)N/N=C(/C)c1ccc(N2C(=O)C3CCCCC3C2=O)cc1 (centres undefined)	17	i	0
Cc1onc(-c2ccccc2Cl)c1C(=O)N1CCN(C(=O)c2ccco2)CC1	21	i	-15
CCOCCCNC(=O)C(NC(=O)c1ccccc1O)c1ccccc1 (centres undefined)	24	i	-17
O=C(CSc1nnc(COc2ccccc2)o1)N1CCCC1	28	i	-14
O=C(CSc1nc2cc([N+](=O)[O-])ccc2n1-c1ccccc1)NCc1ccc2c(c1)OCO2	31	i	-5
COc1ccc(CN(C(=O)CNC(=O)c2ccco2)C(C(=O)NCC2CCCO2)c2ccccc2)cc1 (centres undefined)	10	i	-25
C/C(=N\Nc1ccc(C(=O)O)cc1)c1ccc(S(=O)(=O)NCc2ccco2)cc1	14	i	3
O=C(NCCN1CCOCC1)c1cc(-c2ccc(Cl)cc2Cl)on1	30	i	-19
CC1CN(CC(O)COc2ccc(C#N)cc2)CCN1CC(O)COc1ccc(C#N)cc1 (centres undefined)	15	i	-19
COc1cc(OC)cc(-c2nn[nH]n2)c1	15	i	4
CC1CC(=O)Nc2ccccc2N1C(=O)CN1C(=O)C(=O)N(C)C1=O (centres undefined)	4	/	-9
O=C(CCS(=O)(=O)c1ccc(F)cc1)Nc1nnc(-c2ccco2)o1	11	i	-16
CSc1ccc(S(=O)(=O)N2CCC(C(=O)N3CCc4ccccc4C3)CC2)cc1	16	i	-19
C/C(Cc1ccccc1)=N\NC(=O)CNC(=O)/C=C\c1ccccc1	18	i	-37
COc1ccc(-c2ccc(SCC(=O)NC3CCCCC3)nn2)cc1	31	i	-7
CNC(=O)COC(=O)c1cc(-c2ccco2)nc2ccccc12	17	i	-10
COc1ccc(CC(=O)Nn2c(-c3ccccc3)nc3ccccc3c2=O)cc1	7	i	-23
CC(=O)Nc1ccc2sc(C)nc2c1	2	i	-8
COC(=O)C1=C(C(=O)OC)[C@@H]2N(C)c3ccccc3[C@@]23C[C@@H](CO)N(C(=O)c2cccs2)C3=N1	15	i	-17

Ordered by count of non-hydrogen atoms (low to high): some entries from above.
SMILES	OX1R antag-1	CHT PAM	OX1R antag-2
COc1cc(OC)cc(-c2nn[nH]n2)c1	15	i	4
CNC(=O)COC(=O)c1cc(-c2ccco2)nc2ccccc12	17	i	-10
C/C(Cc1ccccc1)=N\NC(=O)CNC(=O)/C=C\c1ccccc1	18	i	-37
CSc1ccc(S(=O)(=O)N2CCC(C(=O)N3CCc4ccccc4C3)CC2)cc1	16	i	-19
COC(=O)C1=C(C(=O)OC)[C@@H]2N(C)c3ccccc3[C@@]23C[C@@H](CO)N(C(=O)c2cccs2)C3=N1	15	i	-17

Next compounds follow:
SMILES	OX1R antag-1	CHT PAM	OX1R antag-2
CCOc1ccc(-n2cc(C(=O)NCc3ccco3)c3cc(OC)c(OC)cc3c2=O)cc1	20	i	-21
O=S1(=O)CCOC[C@H](CC2CCCCC2)N1Cc1ccccc1Br	30	i	-42
Cc1ccc(C)c(Nc2nc3nonc3nc2N2CCOCC2)c1	35	i	-6
O=C(CN1CCN(C/C=C/c2ccccc2)CC1)NC(=O)NC1CCCCC1	33	i	-18
COc1ccc(-c2noc(CSc3nc4ccccc4c(=O)n3-c3ccc(C)cc3)n2)cc1	10	i	-11
COc1ccccc1OCCCC(=O)NC(C)c1ccccc1 (centres undefined)	5	i	-9
COc1ccccc1N1CCN(C(=O)COc2cccc(C)c2C)CC1	14	i	-6
Cc1cccc(OCC(=O)N2CCN(c3nnc(-c4ccccc4)c4ccccc34)CC2)c1	6	i	-31
CCOC(=O)[C@H]1[C@H]2COc3ccc(C)cc3[C@@H]2N2C(=O)CN(CC3CCCO3)C(=O)[C@@]12C (some centres undefined)	8	/	-21
O=C(NNC(=O)c1ccc(Cl)cc1Cl)Nc1ccccc1	9	i	-2
COc1ccc(-c2cc3c(=O)n(CC(=O)NCc4ccccc4OC)ncn3n2)cc1	10	i	-23
CCC1CCCCN1CCCNC(=O)c1ccc(CS(=O)(=O)Cc2ccccc2F)o1 (centres undefined)	11	i	-40
Cc1ccc(Cn2ccc(=O)c(OCc3c(Cl)cccc3Cl)c2C)cc1	15	i	-34
Fc1ccc(CNc2ncnc3c2cnn3-c2ccccc2)cc1	11	i	-9
Cc1ccc(C2=CN(Cc3ccccc3)CCC2=O)cc1	6	/	-13
CCCCCC(=O)Nc1ccc2oc(-c3cccnc3)nc2c1	11	i	-25
C=CCN(C(=O)c1ccccn1)C(C(=O)NCc1ccccc1)c1ccccc1F (centres undefined)	28	i	-29
CCOc1cc(C(=O)NC2CC(C)(C)NC(C)(C)C2)cc(OCC)c1OCC	18	i	-11
O=C(NCc1ccccc1F)C1CCCN(S(=O)(=O)N2CCOCC2)C1 (centres undefined)	6	i	-26
COc1ccc(NC(=S)N(CCN2CCOCC2)Cc2ccccc2F)cc1	21	i	-17
COc1ccccc1C(=O)n1nc(-c2cccnc2)nc1N	13	i	-1
COc1cc2c(cc1OC)C1=C(C#N)CCC(=NC(=O)c3ccc(Cl)cc3)N1CC2	21	i	-12
c1ccc2c(c1)ncn2-c1ncnc2sc3c(c12)CCCC3	6	i	-29
CCCOCC1CC2(CC(C)(c3csc(N)n3)OC2=O)C(=O)O1 (centres undefined)	11	i	-3
O=C(c1cccs1)N(Cc1ccco1)c1nc(-c2ccc(F)cc2)cs1	20	i	-34
Cc1cc(=O)[nH]c(/N=C(\N)Nc2ccc3c(c2)OCCO3)n1	17	i	-19
COc1ccc(CCNC(=S)NCCc2ccc(OC)c(OC)c2)cc1OC	19	i	-21
O=C(NCCc1ccco1)c1nn(Cc2ccccc2)c(=O)c2ccccc12	39	i	-35
CCOC(=O)C1(Cc2ccc(OC)cc2)CCN(C(=O)CN2CCN(CC)CC2)CC1	-5	i	-5
CC(C)NC(=O)NS(=O)(=O)c1cnccc1N1CCCCC1	23	i	-48
O=c1oc2ccccc2c(N2CCCCC2)c1CN1CCCCC1	64	i	-17
CS(=O)(=O)N1CCN(C(=O)c2cc(-c3cccs3)nc3ccccc23)CC1	16	i	-26
O=C(CCC(=O)c1cccs1)OCc1nc2ccccc2s1	6	i	-6
COC(=O)CNC(=O)CCC(=O)N1CCN(C(c2ccccc2)c2ccccc2)CC1	6	i	-33
COc1ccc(CN2CCNC(=O)C2CC(=O)NCCCn2cccn2)c(OC)c1 (centres undefined)	3	i	7
COc1ccc(-c2nnc(-c3ccccc3)o2)cc1OC	20	i	-15
CC1CCCN(C(=O)CSc2nnc(-c3cccs3)o2)C1 (centres undefined)	18	i	-23
Cc1ccc(C(=O)NNC(=O)c2nn(-c3ccc(F)cc3)ccc2=O)cc1	19	i	-3
NCc1c(O)ccc2ccccc12	4	i	-9
Cc1cccc(N2CCN(S(=O)(=O)c3ccc4c(c3)CCN4C(=O)CCC(=O)O)CC2)c1C	13	i	7
O=C(CSc1ccc2ccccc2c1)Nc1ccncc1	15	i	18
CCc1ccc2n(-c3ccc(OC)cc3)c([S-])c(C(=O)Nc3cc(C)cc(C)c3)[n+]2c1	8	i	-17
CCc1ccc(-c2nc(C)c(CCO)c(=O)[nH]2)cc1	15	i	-6
COc1ccccc1Nc1nnc(C)c(=O)[nH]1	6	i	-15
COc1ccccc1-n1c(CCC(=O)O)ccc1-c1ccccc1	13	i	-11
Cc1cccc(NC(=S)N2CCCCCC2)c1	3	i	2
CCCN(CCC)S(=O)(=O)c1ccc(C(=O)Nc2nnc(COC)o2)cc1	23	i	-10
CN(C)c1ccc(/C=C(\C#N)c2ccccn2)cc1	24	i	-18
CC(=O)c1cc(NC(=O)c2ccccc2)c(=O)oc1/C=C/N(C)C	14	i	-13
C=CCn1c(SCC(=O)NC(=O)Cc2ccccc2)nc2ccccc2c1=O	12	/	-28

As a working copy, part of the list above.
SMILES	OX1R antag-1	CHT PAM	OX1R antag-2
Cc1cccc(NC(=S)N2CCCCCC2)c1	3	i	2
CCCN(CCC)S(=O)(=O)c1ccc(C(=O)Nc2nnc(COC)o2)cc1	23	i	-10
CN(C)c1ccc(/C=C(\C#N)c2ccccn2)cc1	24	i	-18
CC(=O)c1cc(NC(=O)c2ccccc2)c(=O)oc1/C=C/N(C)C	14	i	-13
C=CCn1c(SCC(=O)NC(=O)Cc2ccccc2)nc2ccccc2c1=O	12	/	-28

The listing continues.
SMILES	OX1R antag-1	CHT PAM	OX1R antag-2
O=C(COC(=O)CNC(=O)c1ccc(Cl)cc1Cl)NCC1CCCO1 (centres undefined)	18	i	-12
COCCn1c(=S)[nH]c2cc(C(=O)N3CCN(c4cccc(Cl)c4)CC3)ccc2c1=O	15	i	-10
COc1ccccc1N1CCN(C(=O)CN(Cc2ccc(Cl)cc2)S(C)(=O)=O)CC1	-1	i	-5
COc1ccccc1NC(=O)c1ccccc1Oc1ccccc1	0	i	-42
COc1cc(OC)c(OC)cc1/C=C1\Oc2cc(OS(C)(=O)=O)ccc2C1=O	16	i	-11
NC1=NC(=O)C(CC(=O)Nc2ccc3c(c2)OCO3)S1 (centres undefined)	10	i	-6
COc1ccc(/C=C/C(=O)NC(=S)NNC(=O)[C@H]2C[C@@H]2c2ccccc2)cc1OC	2	i	-14
COc1ccccc1NS(=O)(=O)c1ccc(N/N=C/C=C/c2ccccc2[N+](=O)[O-])c([N+](=O)[O-])c1	29	i	-11
COc1ccc(OCc2nnc(SCC(=O)O)n2N)cc1	9	i	-7
CCOc1ccc(NC(=O)CSc2ncnc3c2sc2ccccc23)cc1	9	i	-5

Reprinted from the part before: 3 compounds, then new ones.
SMILES	OX1R antag-1	CHT PAM	OX1R antag-2
COc1ccccc1NS(=O)(=O)c1ccc(N/N=C/C=C/c2ccccc2[N+](=O)[O-])c([N+](=O)[O-])c1	29	i	-11
COc1ccc(OCc2nnc(SCC(=O)O)n2N)cc1	9	i	-7
CCOc1ccc(NC(=O)CSc2ncnc3c2sc2ccccc23)cc1	9	i	-5
Cc1nnc(SCc2ccccc2F)n1NCc1cccs1	-1	i	-2
CSc1ccc(/C=N/NC(=O)CNc2ccc3ccccc3c2)cc1	8	i	-14
COc1ccccc1/C=N/NC(=O)c1cccc(OC(F)(F)C(F)F)c1	3	i	-21
CCS(=O)(=O)c1ccc2oc(SCC(=O)NCc3ccccc3)nc2c1	27	i	-4
O=C(NCCCc1ccc(F)cc1)C1CCC(=O)N(CC2CCCCC2)C1 (centres undefined)	45	i	-20
O=S(=O)(c1ccc(Cl)cc1)N1CCC(O)(CN2CCN(Cc3ccccc3)CC2)CC1	18	i	-17
Cc1nc2c(cc(Oc3ccc(S(=O)(=O)N4CCOCC4)cn3)c3ccsc32)s1	34	i	-4
